Screening results as filed in PubChem.
human PMI inhibitors = MPI inhibition at elevated mannose 6-phosphate – biochemical, fluorescence intensity, high mannose 6-phosphate, primary screen (AID 1220); inhibition, % at 20 µM; hits with a dose series show IC50 in µM; recombinant PMI enzyme, coupled fluorescence intensity; higher % means a stronger effect; 190,000 tested, 0.66% active
TNAP activators = human TNAP enzyme activators, primary screen, biochemical, luminescent, no phosphate acceptor, uHTS (AID 1001) | purified TNAP, luminescent activation assay, no phosphate acceptor; higher activation fold means a stronger effect | activation fold at 20 µM; hits with a dose series show EC50 in µM | 200,000 tested, 0.03% active; in the data active means activation fold from about 3, or a potency from the dose series; inactive means the rest, 99 in 100 with activation fold below about 1.6; further: many of its hits are not listed in these tables
Myeloid diff MLP = promotes myeloid progenitor differentiation; AID 624256; ER-HoxA9 myeloid progenitors, lysozyme-GFP differentiation, flow cytometry; 360,000 tested, 1% active; calls only at 10 µM;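 active means normalized GFP-positive differentiation at or above the plate's own cutoff, the solvent-only control mean plus 3 SD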;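 further: cells exposed to compound for four days before flow analysis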
P. falciparum M17LAP = P. falciparum M17LAP inhibitors, primary screen, biochemical, fluorogenic H-Leu-NHMec substrate, 1536-well (AID 1619); recombinant M17LAP, H-Leu-NHMec fluorogenic kinetic assay; higher % means a stronger effect; one-dose inhibition, % at 30 µM; IC50 in µM for titrated hits; 220,000 tested, 0.38% active;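 active means compound inhibiting the enzyme by more than half at any dose during confirmatory dose-response retesting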;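 further: plate controls were full reaction with DMSO carrier for no effect and no enzyme background for full effect; strong numbers were not always called active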
P. falciparum M1AAP = malaria alanyl aminopeptidase activity blockers – biochemical, fluorogenic H-Leu-NHMec substrate, 1536-well (AID 1445). recombinant M1AAP, H-Leu-NHMec fluorogenic kinetic assay; higher % means a stronger effect. inhibition, % at 30 µM; hits with a dose series show IC50 in µM. 220,000 tested, 0.42% active;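 active means primary inhibition above the hit cutoff, then over 50% inhibition at one or more dose response concentrations, cut at about 23% in these data, passing the limit was not always enough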;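 further: plate controls were DMSO full reaction for no effect and no enzyme background for full effect; strong numbers were not always called active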
PMI inhibitors = MPI enzyme activity inhibition – biochemical, fluorescence intensity, coupled assay, primary screen (AID 1209). purified PMI enzyme, coupled fluorescence intensity; higher % means a stronger effect. one-dose inhibition, % at 20 µM; IC50 in µM for titrated hits. 190,000 tested, 0.42% active;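 further: plate controls were DMSO vehicle for no effect and wells lacking substrate for full effect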
LYP inhibition = PTPN22 lymphoid phosphatase activity blockers – biochemical, fluorescence intensity, uHTS (AID 1779); recombinant LYP phosphatase, fluorescence intensity; higher % means a stronger effect; one-dose inhibition, % at 11.5 µM; IC50 in µM for titrated hits; 290,000 tested, 0.054% active;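 further: plate controls were vehicle with enzyme for no effect and no enzyme for full effect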
XIAP antagonists = XIAP antagonists, biochemical, IAP family, fluorescence polarization (AID 1018) | XIAP BIR domain, fluorescence polarization peptide displacement; higher % means a stronger effect | displacement, % at 20 µM; hits with a dose series show IC50 in µM | 200,000 tested, 0.007% active; in the data active means displacement above about 50%; further: a part of the inactive calls stands beside numbers as strong as those of hits
ER stress rescue = rescue of cells from ER stress-induced death, primary screen, 384-well, CSM14.1, thapsigargin, ATP luminescence (AID 1222) | CSM14.1 thapsigargin-induced death rescue, ATP luminescence; higher % means a stronger effect | cellular ATP content (survival), % at 20 µM; hits with a dose series show EC50 in µM | 190,000 tested, under 10 active;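 active means EC50 below 50 µM in the dose-response confirmation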;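 further: death triggered by thapsigargin at about 15 µM added after 2 h compound pretreatment; cell ATP read after overnight thapsigargin exposure of roughly 18 to 22 hours; normalized against plate controls of thapsigargin alone and 5% DMSO vehicle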
Myeloid diff MLP GFP+ MAC1+ % = second read-out of Myeloid diff MLP, no call of its own (marks repeat the call); GFP+ MAC1+ double positive, %; measured here: differentiation confirmed by MAC1 staining
The depositor's hits bear a star; i = inactive; nt = not tested or not shown. Unless noted, no stated cut-off is given here; in the data, active means inhibition above about 50%; inactive means the rest.

Letters: A = human PMI inhibitors; B = TNAP activators; C = Myeloid diff MLP; D = Myeloid diff MLP GFP+ MAC1+ %; E = P. falciparum M17LAP; F = P. falciparum M1AAP; G = PMI inhibitors; H = LYP inhibition; I = XIAP antagonists; J = ER stress rescue
smiles: Cc1cc(C)c(S(=O)(=O)N2CCCCC2C(=O)O)c(C)c1 (stereo not drawn)
  A = 3%	B = 1.1	C = i	D = 0.5	E = 0%	F = 1%	G = 8%	H = -7%	I = -6.3%	J = -0.2%
smiles: CC1CN(c2nc3ccccn3c(=O)c2/C=C(\C#N)C(=O)N2CCOCC2)CC(C)O1 (stereo not drawn)
  A = nt	B = nt	C = i	D = 0.2	E = 19%	F = 7%	G = nt	H = -3%	I = nt	J = nt
smiles: O=C(CN1C(=O)C(=O)N(Cc2ccco2)C1=O)NC1CCCCC1
  A = 0%	B = 1	C = i	D = 0.5	E = 26%	F = 4%	G = -14%	H = -6%	I = -6.5%	J = -3.5%
smiles: C/C(N)=C(/C#N)C(=O)COC(=O)c1ccccc1Cc1ccccc1
  A = 11%	B = 1	C = i	D = 0.0	E = 14%	F = 3%	G = 11%	H = 6%	I = -9.7%	J = 3.2%
smiles: CCCCn1nnnc1NCc1cccs1
  A = 14%	B = 1	C = i	D = 0.8	E = 0%	F = 5%	G = 18%	H = 0%	I = -4.3%	J = -0.5%
smiles: CCOc1ccc(N2C(=O)CC(n3nc(C)cc3C)C2=O)cc1 (stereo not drawn)
  A = -10%	B = 1.1	C = i	D = 0.7	E = -8%	F = 1%	G = -5%	H = -6%	I = -5.4%	J = -1.3%
smiles: CCOC(=O)c1cc(=O)n(Cc2ccccc2C)c2ccccc12
  A = 6%	B = 1	C = i	D = 2.1	E = -9%	F = -2%	G = 18%	H = -4%	I = -4.7%	J = 5.2%
smiles: C/C(=N\NC(=O)CNC(=O)c1ccncc1)c1ccc(C)cc1
  A = -9%	B = 1.1	C = i	D = 0.2	E = 12%	F = -3%	G = -9%	H = -5%	I = -5.5%	J = 0.4%
smiles: O=C(CCC(=O)NNC(=O)COc1ccc(Br)cc1Br)NCc1ccccc1
  A = -12%	B = 1.3	C = i	D = 0.6	E = 2%	F = -2%	G = -5%	H = -10%	I = -3.0%	J = -0.6%
smiles: COc1ccccc1C1=NNC(=NCc2ccccc2)SC1
  A = -18%	B = 1.1	C = i	D = 0.9	E = 17%	F = 5%	G = -5%	H = 2%	I = -9.8%	J = -1.2%
smiles: CNS(=O)(=O)c1cnccc1N1CCN(C)CC1
  A = 7%	B = 1	C = i	D = 0.1	E = 1%	F = -1%	G = 9%	H = -3%	I = -4.1%	J = -3.3%
smiles: Cc1onc(C(=O)NN)c1C(=O)N1CCN(C(c2ccccc2)c2ccccc2)CC1
  A = 5%	B = 1.2	C = i	D = 0.3	E = 3%	F = 22%	G = 12%	H = -1%	I = -9.0%	J = -7.3%
smiles: Cc1ccc(/C=N/NC(=O)C(C)Oc2ccccc2[N+](=O)[O-])s1 (stereo not drawn)
  A = 2%	B = 1	C = i	D = 2.0	E = 22%	F = 3%	G = -5%	H = -4%	I = -8.0%	J = -1.2%
smiles: COc1ccccc1-n1cnc2sc(-c3ccccc3)cc2c1=O
  A = 9%	B = 1.1	C = nt	D = nt	E = 3%	F = 1%	G = 8%	H = -4%	I = -1.6%	J = 1.1%
smiles: Cc1c(C(=O)OCC(=O)N2CC(=O)Nc3ccccc32)oc2ccccc12
  A = 8%	B = 1.1	C = i	D = 0.5	E = 2%	F = 7%	G = 10%	H = -2%	I = -9.4%	J = -0.4%

Part of the list above in another layout.
| Structure | human PMI inhibitors | TNAP activators | Myeloid diff MLP | Myeloid diff MLP GFP+ MAC1+ % | P. falciparum M17LAP | P. falciparum M1AAP | PMI inhibitors | LYP inhibition | XIAP antagonists | ER stress rescue |
| --- | --- | --- | --- | --- | --- | --- | --- | --- | --- | --- |
| CCCCn1nnnc1NCc1cccs1 | 14% | 1 | i | 0.8 | 0% | 5% | 18% | 0% | -4.3% | -0.5% |
| CCOc1ccc(N2C(=O)CC(n3nc(C)cc3C)C2=O)cc1 (stereo not drawn) | -10% | 1.1 | i | 0.7 | -8% | 1% | -5% | -6% | -5.4% | -1.3% |
| CCOC(=O)c1cc(=O)n(Cc2ccccc2C)c2ccccc12 | 6% | 1 | i | 2.1 | -9% | -2% | 18% | -4% | -4.7% | 5.2% |
| C/C(=N\NC(=O)CNC(=O)c1ccncc1)c1ccc(C)cc1 | -9% | 1.1 | i | 0.2 | 12% | -3% | -9% | -5% | -5.5% | 0.4% |
| O=C(CCC(=O)NNC(=O)COc1ccc(Br)cc1Br)NCc1ccccc1 | -12% | 1.3 | i | 0.6 | 2% | -2% | -5% | -10% | -3.0% | -0.6% |
| COc1ccccc1C1=NNC(=NCc2ccccc2)SC1 | -18% | 1.1 | i | 0.9 | 17% | 5% | -5% | 2% | -9.8% | -1.2% |
| CNS(=O)(=O)c1cnccc1N1CCN(C)CC1 | 7% | 1 | i | 0.1 | 1% | -1% | 9% | -3% | -4.1% | -3.3% |
| Cc1onc(C(=O)NN)c1C(=O)N1CCN(C(c2ccccc2)c2ccccc2)CC1 | 5% | 1.2 | i | 0.3 | 3% | 22% | 12% | -1% | -9.0% | -7.3% |
| Cc1ccc(/C=N/NC(=O)C(C)Oc2ccccc2[N+](=O)[O-])s1 (stereo not drawn) | 2% | 1 | i | 2.0 | 22% | 3% | -5% | -4% | -8.0% | -1.2% |

Continuation:
Letters: A = human PMI inhibitors; B = TNAP activators; C = Myeloid diff MLP; D = Myeloid diff MLP GFP+ MAC1+ %; E = P. falciparum M17LAP; F = P. falciparum M1AAP; G = PMI inhibitors; H = LYP inhibition; I = XIAP antagonists; J = ER stress rescue
smiles: CC(C)(Oc1ccc(Cl)cc1)C(=O)Nc1ncccn1
  A = 3%	B = 1	C = i	D = 0.7	E = 7%	F = -1%	G = 5%	H = -10%	I = -8.1%	J = -0.7%
smiles: COc1ccc(/C=C2\CN(Cc3ccccc3)C/C(=C\c3ccc(OC)cc3OC)C2=O)c(OC)c1
  A = -3%	B = 1	C = i	D = 1.1	E = -12%	F = 7%	G = 1%	H = 10%	I = -0.7%	J = -0.9%
smiles: CS(=O)(=O)NN1C(=O)c2ccccc2NC1c1ccccc1O (stereo not drawn)
  A = 1%	B = 1.2	C = i	D = 0.2	E = 2%	F = -2%	G = 1%	H = -10%	I = -4.7%	J = -2.8%
smiles: CC(C)c1nc(=S)n(-c2ccccc2)[nH]1
  A = -8%	B = 1.1	C = i	D = 2.0	E = -4%	F = -1%	G = -12%	H = -3%	I = -2.8%	J = -1.4%
smiles: COc1ccc(NC(=O)C2CCCN2C(=O)Nc2cccc(F)c2)cc1 (stereo not drawn)
  A = -6%	B = 1	C = i	D = 0.6	E = 0%	F = 7%	G = 0%	H = -6%	I = -2.7%	J = -1.6%
